NSD2 HMT inh: inhibitors of human histone methyltransferase NSD2; O96028; NSD2 peptide methylation, AlphaScreen, 120 min; inhibition, % at 12.5 µM; actives 0.54% (n = 310,000); AID 743445; in the data active = inhibition above about 50%
LANA DNA inh: KSHV C-LANA DNA binding inhibition | actives 0.078% (n = 340,000) | MBP-C-LANA/FAM-LBS DNA binding, fluorescence polarization | inhibition, % at 9 µM | AID 504423;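 active = highest replicate inhibition at or above 60% at 9 µM, even if other replicates fall short; inactive = all replicates below 60% inhibition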;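 note: 0% = neutral control wells and 100% = 4 µM acridine orange control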
DAGLB inh: blocks human DAGLB lipase activity. Q8NCG7. HEK293T DAGLB membrane lysate, EnzChek fluorogenic substrate. inhibition, % at 5.17 µM. actives 0.059% (n = 340,000). AID 504411; in the data active = inhibition above about 34%;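 note: 0% = enzyme with vehicle and 100% = wells lacking enzyme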
CAL PDZ FP-1: blocks peptide binding to the human CAL PDZ domain; Q9HD26; purified CAL PDZ, TMR-peptide fluorescence polarization, 1 h; inhibition, % at 24.9 µM; actives 0.92% (n = 300,000); AID 602252;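 active = mean inhibition of at least 30% with at least half of replicates also reaching 30%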;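 note: 0% = DMSO neutral control and 100% = excess unlabeled competitor peptide PRC23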
RTF Ca sens inh: cardiac RTF calcium desensitization. IANBD-labeled cardiac RTF, Ca2+ fluorescence. actives 0.12% (n = 340,000). inhibition, % at 7.15 µM;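 active = inhibition above the mean inhibition of all tested compounds plus 3 SD, cut at about 17% in these data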;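 note: assay run at fixed EC70 calcium of 1.6 mM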
Arrestin-AP2 inh: inhibitors of human beta-arrestin and AP2 interaction; FITC-arrestin peptide / GST-AP2 beads, flow cytometry; AP2 beta2 appendage carries R879A mutation; inhibition, % at 10 µM; actives 0.31% (n = 340,000);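 active = inhibition above a set limit, near 3 SD of compounds lacking own fluorescence, cut at about 54% in these data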;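 note: plate controls were DMSO wells for no effect and 5 µM unlabelled arrestin peptide for full effect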
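System: GST-AP2 R879A glutathione beads | Also added: FITC-arrestin peptide, 50 nM | Times: 12 min plus 1 h, RT | Signal: Bead flow cytometry, FITC channel | Buffer or medium: PBS with 0.05% Tween 20 and 0.1% BSA | Read-out basis: Percent drop in bead-associated FITC signal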
Pemphigus Ab inh: blocks pemphigus antibody binding to human desmoglein-3; P32926; DSG3-coupled beads, scFv-anti-DSG3-GFP binding, flow cytometry; active compounds read low; binding (percent of control), % at 10 µM; actives 0.48% (n = 310,000);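 active = binding more than 3 SD below its plate's average and above zero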;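 note: hits lower antibody fragment binding to DSG3; some compounds called inactive have numbers as strong as hits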
Keap1-Nrf2 PPI: inhibitors of human Keap1-Nrf2 protein-protein interaction. Q14145. Keap1 Kelch-Nrf2 peptide fluorescence polarization, 1536-well. inhibition, % at 9.4 µM. actives 0.15% (n = 340,000); in the data active = inhibition above about 12%;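 note: human Keap1 Kelch domain with fluorescein labeled Nrf2 9mer peptide probe; 0% = neutral control wells and 100% = peptide positive control; higher means more block of Keap1 binding to Nrf2 peptide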
V-ATPase pHluor: yeast V-ATPase proton transport regulation by pHLuorin. actives 0.37% (n = 350,000). AID 504577. S. cerevisiae, pHLuorin cytosolic pH fluorescence. response, % at 10 µM; in the data active = response mostly above about 7.3%, no sharp cut-off; inactive = mostly below about 5.4%; note: actives read high; inactives centre near 0; some compounds called inactive have numbers as strong as hits; reference of the scale not given here
CAL PDZ FP-2: blocks peptide binding to human CAL PDZ domain | Q9HD26 | purified CAL PDZ, TMR-peptide fluorescence polarization, 1 h | inhibition, % at 20 µM | actives 0.02% (n = 330,000) | AID 504414;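 active = highest replicate inhibition of at least 40%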;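 note: plate controls were DMSO neutral control wells for no effect and unlabeled competitor peptide control wells for full effect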
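System: tagged CAL PDZ domain. Schedule: 1 h room-temperature incubation prior to read. Signal: fluorescence polarization (mP). Measure: percent inhibition from loss of millipolarization.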
Active calls of the source: *; · = no result given. This is a subset (hit frequency here may not be typical).

SMILES	NSD2 HMT inh	LANA DNA inh	DAGLB inh	CAL PDZ FP-1	RTF Ca sens inh	Arrestin-AP2 inh	Pemphigus Ab inh	Keap1-Nrf2 PPI	V-ATPase pHluor	CAL PDZ FP-2
Cc1cc(C(C)(C)C)cc(S(=O)(=O)NCC(=O)O)c1C	2.5	2.4	7.5	-21.4	2.4	17.6	117.5	0.2	-1.1	-0.5
O=C(NCCc1ccc(Cl)cc1Cl)c1cc([N+](=O)[O-])c[nH]c1=O	-2.1	-0.7	9.5	-2.5	-1.9	5.7	94.7	0.5	0.6	-3.0
CC(=O)N1CCc2cc(S(=O)(=O)N3CC(C)CC(C)C3)ccc21 (stereo not given)	1.0	-0.3	-4.8	-1.9	2.2	-3.6	101.4	-3.2	-3.8	-0.4
COc1ccc(-c2cc(C(=O)Nc3cc(C)ccc3O)no2)cc1	1.3	-1.2	-4.3	-1.8	0.2	3.8	97.4	2.5	1.9	·
CCN(CC)c1ccc(/C=N/NC(=O)c2cccc(S(=O)(=O)N3CCOCC3)c2)c(O)c1	1.5	-1.7	4.5	1.2	-0.1	6.0	·	-1.5	-1.4	1.3
Cc1ccc(C(NC(N)=O)c2ccccc2)cc1 (stereo not given)	0.2	1.0	-2.4	-1.3	-1.2	0.3	118.6	-0.3	2.9	-0.9
COc1ccc(NC(=O)c2c(C)oc3c2CCCC3)cc1	0.1	0.2	-2.6	0.0	-0.8	1.9	107.4	-10.7	5.7	-0.5
CC(C)NC(=O)COC(=O)CNC(=O)c1cc(Cl)cc([N+](=O)[O-])c1	-1.6	-0.7	0.5	2.7	-1.9	-1.2	103.5	-3.5	-1.0	-0.7
COc1ccc(-c2nc(N)ncc2-c2csc(C)n2)c(O)c1	0.0	1.1	0.8	-0.8	2.9	17.2	101.6	-2.0	3.7	-0.8
O=C(c1cccc(OC2CCN(Cc3ccc(F)cc3)CC2)c1)N1CCCC1	1.6	0.4	-6.0	-5.9	-3.6	-9.5	·	-2.5	0.5	-1.4
Cc1ccc2cc3c(nc2c1)OCC3	0.4	-0.8	-2.8	1.4	-9.8	5.8	99.7	0.0	-0.1	-2.5
CCC1CN(C(=O)N2CCC(C(=O)NCc3ccc(C)o3)CC2)c2ccccc2O1 (stereo not given)	-3.0	2.6	-0.1	-1.0	-3.4	-2.4	96.5	1.2	2.9	-1.8
O=c1[nH]cc(NCc2ccccc2)c(=O)[nH]1	-0.2	0.7	-2.5	-2.3	0.2	30.3	96.1	0.1	-7.5	-0.7
CCN(CC)C(=O)COc1ccc(-c2ccccc2)cc1	1.1	1.1	-5.0	-6.2	-10.3	3.9	103.4	-2.9	·	-1.3
C=CCC(NCc1ccccc1)c1ccc(Cl)cc1 (stereo not given)	-9.7	-0.3	-6.9	-2.7	-8.5	1.1	103.8	3.8	-1.2	0.4
CCOC(=O)Cc1nnc(NC(=O)COc2ccc(C)cc2)s1	33.0	0.5	1.4	-3.1	-0.8	25.7	·	2.8	2.1	0.2
C=CC[C@@H](CC(=O)N(CCO)Cc1ccccc1)C(=O)N[C@H](COC(=O)[C@@H](CC=C)Cc1ccc(F)cc1)Cc1c[nH]c2ccccc12	·	1.1	-7.0	-0.9	-9.6	-2.8	108.4	-1.1	-2.4	-3.5
CC(C)NC(=O)NC(=O)COC(=O)c1ccc(OC(F)(F)F)cc1	-1.1	2.3	-0.2	0.6	2.6	28.4	102.8	-0.2	-1.9	-0.2
C/C=C/c1ccc(OCCCCN2CCC(C)CC2)c(OC)c1	16.8	0.5	1.8	0.5	1.9	33.9	107.1	2.7	-0.5	-1.2
CC(OC(=O)c1cccs1)C(=O)NCc1ccc2c(c1)OCO2 (stereo not given)	-0.2	-1.3	-0.5	1.2	-7.6	-1.9	94.3	-4.4	0.8	-1.6

2 entries from above, with each value named.
CCN(CC)C(=O)COc1ccc(-c2ccccc2)cc1
  NSD2 HMT inh: 1.1
  LANA DNA inh: 1.1
  DAGLB inh: -5.0
  CAL PDZ FP-1: -6.2
  RTF Ca sens inh: -10.3
  Arrestin-AP2 inh: 3.9
  Pemphigus Ab inh: 103.4
  Keap1-Nrf2 PPI: -2.9
  V-ATPase pHluor: ·
  CAL PDZ FP-2: -1.3
Cc1ccc2cc3c(nc2c1)OCC3
  NSD2 HMT inh: 0.4
  LANA DNA inh: -0.8
  DAGLB inh: -2.8
  CAL PDZ FP-1: 1.4
  RTF Ca sens inh: -9.8
  Arrestin-AP2 inh: 5.8
  Pemphigus Ab inh: 99.7
  Keap1-Nrf2 PPI: 0.0
  V-ATPase pHluor: -0.1
  CAL PDZ FP-2: -2.5

Next part:
SMILES	NSD2 HMT inh	LANA DNA inh	DAGLB inh	CAL PDZ FP-1	RTF Ca sens inh	Arrestin-AP2 inh	Pemphigus Ab inh	Keap1-Nrf2 PPI	V-ATPase pHluor	CAL PDZ FP-2
CCN(CC(=O)NCCCN1CCOCC1)S(=O)(=O)c1ccc(F)cc1	18.3	-0.7	-1.8	-0.2	-3.2	15.2	102.6	-1.2	-1.2	-2.3
CC1c2cccn2CCN1S(=O)(=O)c1ccc(F)cc1 (stereo not given)	3.9	-0.6	-2.7	73.8*	-11.1	-7.6	·	-7.8	5.4	-0.5
Cc1nn(C)cc1C(C)NCc1c(C(=O)N2CCCCCCC2)nc2ccc(Cl)cn12 (stereo not given)	-2.5	0.9	-2.5	5.3	-8.9	10.8	105.2	0.5	-4.6	-3.6
CC(CN(C(N)=O)c1ccccc1O)C(=O)O (stereo not given)	-0.2	28.2	-3.6	-1.7	-2.1	11.2	·	3.1	-5.0	·
Cc1csc(NC(=O)C2CCN(S(=O)(=O)c3cccs3)CC2)n1	6.8	·	-1.9	-3.6	-3.1	6.8	118.1	·	0.3	-0.8
COC(=O)c1ccc(CNC(=O)c2ccccc2C(=O)NCC2(CBr)OCCO2)cc1	-4.8	·	-1.8	·	·	·	106.5	·	1.2	·
CN(C(=O)Nc1ccc(C(C)(C)C)cc1)C1CCCCC1	-8.2	1.4	-0.4	·	0.8	-4.1	109.5	-1.2	-0.8	-0.7
CN(C)CCCNS(=O)(=O)c1ccc(-n2nnc3ccccc32)c([N+](=O)[O-])c1	20.8	-1.6	0.7	-1.1	-7.0	-0.8	109.4	-4.1	5.7	0.1
CCCCC(=O)Nc1cccc(-c2nc3ncccc3o2)c1C	-4.7	1.1	-0.2	-0.6	-4.5	7.5	103.1	-4.2	8.6	-0.5
Cc1cc(NC2CCCCC2)nc(-c2ccccc2O)n1	·	0.2	-9.6	-1.1	2.2	11.0	108.1	4.2	0.8	-1.6
O=C(NCCC1=CCCCC1)NC1CCCCC1	-1.3	-1.5	-3.8	-0.5	-2.7	-3.8	100.3	0.9	4.5	0.8
CC1CCCC(C)N1C(=O)CSc1nnc(NC(=O)c2cccs2)s1 (stereo not given)	-0.9	1.5	3.2	-8.4	6.6	-5.6	·	0.1	1.1	-0.2
CC(C)(C)NC(=O)CSc1nnc(NC(=O)c2ccccc2Cl)s1	-3.0	0.6	-0.4	-0.4	0.9	15.9	98.1	5.2	2.2	-8.7
Cc1noc(C)c1NC(=O)N(C)C[C@@H]1Oc2c(NC(=O)c3ccncc3)cccc2C(=O)N([C@H](C)CO)C[C@@H]1C	·	-1.9	0.2	7.8	-11.5	·	100.9	-0.9	3.9	-0.1
Cc1nc(SCC(=O)NC2(C#N)CCCC2)n(CC(C)C)c1C	-2.6	-0.7	0.6	-0.5	2.0	-3.7	103.9	-7.0	-1.7	-1.6
CCCn1nc(NC(=O)c2cccs2)c2cc3cc(OC)ccc3nc21	-9.0	0.6	-2.0	1.4	-4.2	7.2	104.6	0.5	4.8	-1.8
Cc1ccc2occ(/C=N/NC(=O)c3ccc(Cl)cc3)c(=O)c2c1	1.1	-0.1	0.6	1.5	-13.2	4.0	103.0	3.1	-2.3	0.4
O=C(N/N=C/c1cn(Cc2ccccc2)c2ccccc12)c1cccnc1	0.1	0.3	1.4	0.5	2.7	3.4	83.2	-0.6	0.1	-1.5
C/C(=N\NC(=O)CNC(=O)c1ccc2c(c1)OCO2)c1ccco1	-0.9	-0.8	-1.4	-1.2	5.1	2.1	83.1	4.1	-1.8	-2.8
CN1CCN(C2CCCCCC2)CC1	-0.6	-0.9	1.5	4.5	-7.0	9.1	102.4	0.7	-3.3	-0.3
CCOC(=O)C1=CN(Cc2ccc(Br)cc2)S(=O)(=O)N(C)C1C (stereo not given)	·	0.1	-7.7	-2.5	-3.2	29.1	100.3	-0.8	1.7	0.4
Cc1ccccc1CCN1CCCC(CN(C)CC(C)(C)C)C1 (stereo not given)	-0.4	2.1	2.0	-2.5	0.3	6.5	113.8	-0.2	-1.7	-1.3
O=C(O)c1cccc(S(=O)(=O)Nc2cccc(S(=O)(=O)N3CCCC3)c2)c1	3.8	2.7	3.7	-8.2	-4.2	-10.3	83.9	7.2	2.4	-1.2
O=C(COCC(=O)N1CCOCC1)N1CCOCC1	-1.2	0.5	-1.9	-2.8	-1.8	33.6	96.2	-4.6	0.2	0.0
CCOC(=O)c1nc(S(C)(=O)=O)ncc1N1CCOCC1	2.5	-0.5	5.2	-3.8	-3.8	-10.1	93.2	0.5	0.8	-1.2
CCn1cc(CN2CCCC(CNS(=O)(=O)c3ccc(OC)cc3)C2)cn1 (stereo not given)	1.9	-0.9	-2.1	-0.7	2.9	-14.8	105.0	1.5	2.8	-1.5
CC1=NN(C(=O)c2ccccc2Cl)C(O)(c2ccccc2)C1 (stereo not given)	-1.4	0.3	2.5	-4.7	2.4	26.2	96.8	4.3	-5.4	-0.4
CC(C)c1ccc(NC(=O)NC2CCN(CC(=O)Nc3cccc4ccccc34)CC2)cc1	2.4	-0.2	0.7	-20.3	-0.6	-17.0	101.0	2.7	-1.8	-0.3
Cc1ccc(CNC(=O)CCSCCC(=O)NCc2ccc(C)cc2)cc1	-0.7	-1.5	1.4	-1.5	-8.1	23.3	101.3	-2.3	-2.8	-1.1
CCOC(=O)c1sc(N(Cc2ccccc2)C(=O)CSc2ncn[nH]2)nc1C	-0.4	0.3	-4.1	·	-10.1	7.3	92.9	-1.4	0.2	-1.7
O=C(c1ccccc1)N1CCN(C(=O)c2ccccc2)CC1	-7.0	-1.4	1.0	-0.4	-2.1	-4.9	108.3	-0.9	1.1	-0.7
CN(CCOc1ccc(Cl)cc1)CC(=O)Nc1ccc(OC(F)(F)F)cc1	0.9	0.0	-6.5	5.2	1.2	15.0	101.5	-6.1	-0.6	0.2
Cc1cc(N)c(-n2cc3c(=O)n(C)c(=O)n(C)c3c2)cc1C	3.3	0.7	-0.1	·	-5.3	16.9	105.9	-0.9	1.1	-1.4
CC(C)c1cc(C(=O)Nc2sc3c(c2C#N)CCC3)no1	-2.6	-0.2	-0.1	16.3	-0.5	-8.1	99.9	-0.6	-0.8	·
COc1ccc(-n2nnc3c(=O)n(Cc4cccc(C)c4)cnc32)cc1	-8.7	-0.5	-3.3	·	-1.9	-2.3	100.8	-2.7	-0.7	-1.2
O=c1[nH]c(C2CCN(S(=O)(=O)c3ccccc3C(F)(F)F)CC2)nc2c1nnn2Cc1cccc(F)c1	0.6	0.1	2.4	·	2.3	-13.0	·	-6.4	5.7	-1.8
CCN(CC)S(=O)(=O)c1cccc(-c2nnc(SCc3nnc(-c4cccs4)o3)n2N)c1	·	-0.1	2.0	1.9	-6.0	-5.9	102.2	-4.3	1.8	-3.8
